# Source: PubChem BioAssay (National Center for Advancing Translational Sciences (NCATS))
# GLP-1R inv ag = acts as inverse agonist at human GLP-1 receptor | HEK293 GLP-1R CRE-luciferase, luminescence, 24 h; GLP-1R form is constitutively active | hit rate 1.6% among 410,000 | Potency, µM (highest dose often 38.3 µM), for inactives: at the top dose activity change, negative = inhibition, actives largely listed as inhibitors; further: potency means the concentration at half of the fitted maximal effect; on the % scale 0 is the no-effect control and ±100 the full control effect; nearly all actives have a fitted effect of over 55% in size
# Target sequence (P43220 whole entry, looked up): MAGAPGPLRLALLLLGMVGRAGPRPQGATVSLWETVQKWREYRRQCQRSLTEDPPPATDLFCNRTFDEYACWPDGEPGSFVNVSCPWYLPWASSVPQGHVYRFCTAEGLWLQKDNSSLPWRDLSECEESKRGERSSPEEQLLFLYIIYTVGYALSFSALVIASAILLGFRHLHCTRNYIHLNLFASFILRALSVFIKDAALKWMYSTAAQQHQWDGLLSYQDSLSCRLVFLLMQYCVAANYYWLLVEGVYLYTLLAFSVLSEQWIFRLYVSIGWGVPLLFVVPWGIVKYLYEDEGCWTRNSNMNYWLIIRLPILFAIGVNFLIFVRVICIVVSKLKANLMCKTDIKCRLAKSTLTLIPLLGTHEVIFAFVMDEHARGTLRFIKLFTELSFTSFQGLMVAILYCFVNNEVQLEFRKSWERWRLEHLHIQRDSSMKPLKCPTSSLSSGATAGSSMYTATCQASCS
#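 GLP-1R inverse agonism mode: basal reporter luminescence in engineered HEK293 cells measured after one day of compound exposure at 37 deg C, with a 12 min room-temperature detection step.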
# HEK293 tox = cytotoxicity in counter-screen for GLP-1R inverse agonists; hit rate 0.13% among 410,000; HEK293 cAMP-luciferase reporter cells, luminescence, 24 h; Potency, µM (highest dose often 38.3 µM), without a hit: at the top dose activity change, negative = inhibition, usual class: inhibitors;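 further: loss of luciferase light is scored as toxicity; potency means the concentration at half of the fitted maximal effect; on the % scale 0 is the no-effect control and ±100 the full control effect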
#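 Here, cytotoxicity is scored as loss of luminescence. The MLSMR collection was tested on cells seeded in medium containing 10% Nu serum, with a 24 hr compound exposure preceded by 12 hours of culture.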
# PTHR1 agonist = agonists of human PTHR1 parathyroid hormone receptor. Potency, µM (series often up to 115 µM), without a hit: top-dose activation, most hits filed as activators. HEK293 GP2 PTHR1 cells, GloSensor cAMP luminescence, 1 h. Q03431. hit rate 0.075% among 410,000; further: potency means the concentration at half of the fitted maximal effect; nearly all actives have a fitted effect of over 55% in size; some results filed as inactive show a strong effect at the top dose; inactives centre near -15; many of its hits are not listed in these tables
# Target sequence (Q03431 whole entry, looked up): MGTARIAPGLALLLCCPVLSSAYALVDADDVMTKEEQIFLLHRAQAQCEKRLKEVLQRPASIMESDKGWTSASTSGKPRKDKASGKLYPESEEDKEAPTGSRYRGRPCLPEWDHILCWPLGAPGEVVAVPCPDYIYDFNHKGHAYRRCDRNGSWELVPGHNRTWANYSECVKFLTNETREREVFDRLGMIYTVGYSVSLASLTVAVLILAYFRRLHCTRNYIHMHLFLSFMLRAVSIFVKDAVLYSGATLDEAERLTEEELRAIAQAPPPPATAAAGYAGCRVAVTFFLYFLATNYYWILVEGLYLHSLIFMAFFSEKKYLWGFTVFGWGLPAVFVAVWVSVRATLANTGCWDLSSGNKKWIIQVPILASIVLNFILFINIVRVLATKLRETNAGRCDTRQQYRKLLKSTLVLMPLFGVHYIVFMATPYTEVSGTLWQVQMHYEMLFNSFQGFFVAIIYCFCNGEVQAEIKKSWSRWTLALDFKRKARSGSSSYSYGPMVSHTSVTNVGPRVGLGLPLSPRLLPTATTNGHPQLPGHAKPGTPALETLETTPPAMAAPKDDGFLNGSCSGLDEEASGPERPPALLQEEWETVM
#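 HEK-293-derived GP2 cells expressing PTHR1 and a GloSensor cAMP reporter, 3,000/well, plated overnight, given luciferin plus IBMX (each 0.5 mM as added) for 1 h at 37 °C, then compound for 1 h at 37 °C. Luminescence was read after 15 min at room temperature.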
# Abeta rescue = compounds reversing amyloid beta toxicity in yeast; yeast expressing A-beta42, growth rescue, OD600, 48 h; response scale: 0% DMSO, 100% iron-clioquinol control; Potency, µM (titrated, usually from 46.1 µM), without a hit: at the highest dose growth rescue, usual class: activators; hit rate 0.063% among 410,000; further: potency means the concentration at half of the fitted maximal effect; nearly all actives have a fitted effect of over 55% in size
#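 Yeast growth medium received pinned compounds, then yeast cells expressing toxic A-beta were added; plates incubated at 30 C for 48 hr. Growth read as absorbance at 600 nm, normalized to DMSO and equimolar FeCl3 plus clioquinol controls.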
# Mm-Cpn inhibitor = M. maripaludis TRiC chaperonin inhibition. purified Mm-Cpn ATPase, ADP Transcreener TR-FRET. Potency, µM (series often up to 76.9 µM), inactives show at the top dose activity, negative = inhibition, most hits filed as inhibitors. hit rate 0.031% among 330,000. AID 504842; further: potency means the concentration at half of the fitted maximal effect; on the % scale 0 is the no-effect control and ±100 the full control effect; nearly all actives have a fitted effect of over 80% in size
#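 25 nM Mm-CPN + cpd, 10 min 37°C; + 10 uM ATP, 30 min 37°C; buffer 30 mM Tris pH 7.4, 100 mM KCl, 5 mM MgCl2, 1 mM DTT; Transcreener ADP HTRF detection 30 min RT.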
# aSyn rescue = inhibitors of alpha-synuclein toxicity in yeast. Yeast expressing alpha-synuclein, growth rescue, BacTiter-Glo, 24 h. Potency, µM (doses to about 46.1 µM), inactives show top-dose growth rescue (activation), hits mostly activators. hit rate 0.14% among 370,000; further: potency means the concentration at half of the fitted maximal effect; % of control where 0% means no effect; nearly all actives have a fitted effect of over 65% in size
#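 Rescue of yeast growth: cells expressing toxic alpha-synuclein, induced in galactose at OD600 0.02, incubated with compound 24 h at 30 C. ATP luminescence quantified growth; inhibitors of toxicity appear as activators.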
# pAkt inh = Akt phosphorylation inhibition; hit rate 0.32% among 360,000; activity change, % for hits at 50 µM; Neuro2A IGF-stimulated pAkt S473 HTRF, 20 min; hits give low values; in the data active means activity change below about -80%; inconclusive means mostly about -51% to -80%; further: on the % scale 0 is the no-effect control and ±100 the full control effect
#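 Single-point screen (50 µM final compound) in Neuro2A cells stimulated 20 min with 6 nM IGF at 37 deg C. After lysis, Ser473-phosphorylated Akt read by HTRF (ex 330 nm, em 615/665 nm) as the 665/615 ratio.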
# TDP43 rescue = TDP-43 toxicity inhibition in yeast; TDP-43 expressing yeast growth rescue, BacTiter-Glo, 24 h; Potency, µM (highest dose often 46.1 µM), without a hit: at the highest dose growth rescue (activation), most hits filed as activators; hit rate 1.8% among 410,000; further: potency means the concentration at half of the fitted maximal effect; % of control where 0% means no effect; nearly all actives have a fitted effect of over 50% in size
#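 Yeast expressing TDP-43 (pregrown in raffinose, seeded at OD600=0.02 in galactose medium) exposed to compounds 24 hr at 30 deg C. Growth read by BacTiter-Glo luminescence; rescue of toxicity appears as increased signal.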
# FUS yeast rescue = suppressors of FUS proteinopathy in yeast. S. cerevisiae FUS-expressing, growth rescue, OD600, 24 h. Potency, µM (titrated, usually from 76.6 µM), without a hit: at the top dose growth rescue (activation), hits mostly activators. hit rate 0.24% among 390,000. AID 1347120;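 further: potency means the concentration at half of the fitted maximal effect; plate controls were DMSO vehicle for no effect and reference control for full effect; nearly all actives have a fitted effect of over 55% in size; some results filed as inactive show a strong effect at the top dose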
#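 Steps: raffinose overnight preculture; dilution to OD 0.005 in 2% galactose minimal medium; compound addition (concentration series); 24hr at 30C, 99% humidity; absorbance read at 600 nm.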
# Numbers without * were called inactive; i = inactive; ? = inconclusive; . = not tested or not shown; & = joins results of further samples; [ ] = another dose, or the depositor's remark. Unless noted, the call rests on the fitted dose curve; in most records, active means well fitted curve in the direction sought with a large enough effect; inconclusive means small, poorly fitted or top-dose-only effect, or another doubt; inactive means no such curve, though single readings can be large; an effect the other way counts as inactive or inconclusive. Some of the compounds tested; the hit share may differ from the screen's.
SMILES,GLP-1R inv ag,HEK293 tox,PTHR1 agonist,Abeta rescue,Mm-Cpn inhibitor,aSyn rescue,pAkt inh,TDP43 rescue,FUS yeast rescue
Nc1nonc1C(=O)N/N=C/c1ccc([N+](=O)[O-])o1,49%[activator],13%,-56%[inhibitor],-17%,0%,0%,i,11%,24%
COc1ccc(OCC(=O)N2CCN(CCc3ccccn3)CC2)cc1,-8%,-7%,i,-9%,.,.,.,22%,12%
COC(=O)C1=C(c2ccc(F)cc2OCc2ccccc2)C[C@@H]2CC[C@H]1N2C,?,-15%,-18%,8%,-13%,2%,i,18%,-5%
O=c1c2ccccc2nc(/C=C/c2ccc(F)cc2)n1-c1ccccn1,-4%,0%,-9%,0%,1%,-1%,i,-5%,-4%
Cc1ccc(-n2c(C)cc(/C=N/NC(N)=S)c2C)cc1,?,?,-6%,?,-4%,14%,i,?,41%
CCOc1ccccc1NC(=O)c1cccn(Cc2ccccc2C)c1=O,26%,13%,-7%,-6%,.,-12%,.,13%,-11%
Cn1cc(/C=N/NC(N)=S)c2ccccc21,?,?,i,-4%,-1%,8%,i,-7%[1.82 µM],25%
CCCCn1c(O)c(C(C)=NCCN2CCCCC2)c(=O)[nH]c1=O,4%,9%,?,7%,-2%,-2%,i,-22%,12%
CN(C)C(=O)Oc1ccc2c(=O)c(Oc3ccccc3Br)coc2c1,-9%,-9%,-15%,-3%,2%,3%,i,-1%,0%
CCS(=O)(=O)c1ncc(Cl)c(C(=O)Nc2ccc(S(=O)(=O)N(C)c3ccccc3)cc2)n1,?,?,-22%&-92%,-6%&-20%,-18%,3%,i,-17%&13%,44%&40%
O=C1NC(=S)NC(=O)C1C1CCCCC1,2%,3%,-1%,7%,1%,-4%,i,14%,-4%
O=c1[nH]c(=S)n(-c2ccccc2F)c(O)c1C=NCc1ccco1,12%,10%,i,13%,1%,-17%,i,-23%,.
CC(C)NP(=O)(NC(C)C)OP(=O)(NC(C)C)NC(C)C,-1%,16%,-29%,-11%,1%,-4%&0%,i,5%,-27%
CCN(CC)CCCC(C)N=C(c1ccccc1)c1c(O)n(C)c(=O)n(C)c1=O (stereo unspecified),4%,-8%,i,16%,0%,0%,i,2%,-4%
CCOC(=O)CS(=O)(=O)c1nc(-c2ccc(F)cc2)cc(C(F)(F)F)n1,?,?,-6%[57.5 µM],-91%[inhibitor],-8%,7%,i,22µM*,-13%
O=C(Nc1ccc(Br)cc1C(=O)c1ccccc1)c1ccccc1,?,-7%,i,10%,.,.,.,16%,1%
Cn1c(=O)c(Oc2ccc(F)cc2)c(O)c2ccccc21,59%[activator],1%,-2%,-5%,-4%,6%,i,7%,-10%
O=C1C(=O)N(c2ccccc2)P(=O)(N(CCCl)CCCl)N1c1ccccc1,10%,7%,-3%,0%,.,3%,i,-2%,4%
COc1cc(OC)c(OC)cc1CNCCc1ccc(F)cc1,-18%,-4%,i,-1%,1%,3%,i,-16%[1.82 µM],7%
O=C(C1CCN(S(=O)(=O)c2ccc(Br)s2)CC1)N1CCN(c2ccccc2)CC1,?,-12%&-2%,-16%&-12%,16%&15%,0%,18%,i,?,32%&8%
COC12CCC3(CC1C(C)(O)C(C)(C)C)[C@H]1Cc4ccc(OC5OC(C(=O)O)[C@@H](O)C(O)[C@H]5O)c5c4[C@@]3(CCN1CC1CC1)C2O5 (stereo partly specified),10%,-4%,-20%,0%,0%,-2%,i,24%,-27%
COCCNC(=O)CN1C2CCC1CC(O)(c1cccnc1)C2 (stereo unspecified),5%,-5%,-17%,-7%,-5%,1%,i,6%,-8%
CNC(=O)Oc1ccc(C(=O)N2c3ccccc3NC(=O)C2C)cc1 (stereo unspecified),7%,-19%,-13%,-14%,3%,-4%,i,7%,-25%
CCNC(=O)[C@H]1O[C@@H](n2cnc3c(N)ncnc32)[C@H](O)[C@@H]1O,19%,1%,-24%,-13%,-1%[15.4 µM],?,i,19%,-42%
O=C1NC(=S)NC(=O)C1=Cc1c(Cl)cccc1Cl,14%,-10%,-89%[inhibitor],-4%,.,4%,i,-13%,6%

# The closing three entries of the section above open the next one.
SMILES,GLP-1R inv ag,HEK293 tox,PTHR1 agonist,Abeta rescue,Mm-Cpn inhibitor,aSyn rescue,pAkt inh,TDP43 rescue,FUS yeast rescue
CNC(=O)Oc1ccc(C(=O)N2c3ccccc3NC(=O)C2C)cc1 (stereo unspecified),7%,-19%,-13%,-14%,3%,-4%,i,7%,-25%
CCNC(=O)[C@H]1O[C@@H](n2cnc3c(N)ncnc32)[C@H](O)[C@@H]1O,19%,1%,-24%,-13%,-1%[15.4 µM],?,i,19%,-42%
O=C1NC(=S)NC(=O)C1=Cc1c(Cl)cccc1Cl,14%,-10%,-89%[inhibitor],-4%,.,4%,i,-13%,6%
O=C(/C=C/c1ccccc1)C1C(=O)c2ccccc2C1=O,2%,1%,-25%,0%,2%,2%,i,-32%[inhibitor],.
C[C@]12CC[C@H](O)C[C@@H]1CC[C@@H]1[C@@H]2CC[C@]2(C)[C@@H](C(=O)O)C[C@@H]12,18%,2%,-18%,0%,2%,-7%,i,?,-6%
O=C(Cc1c(-c2ccccc2)nc2ccc(Br)cn12)N1CCCC1,12%,1%,i,-7%,.,-9%,i,0%,-11%
CCN1CCN(C(=O)Cc2c(C)n(C(=O)c3ccc(Cl)cc3)c3ccc(OC)cc23)CC1,?,-9%,i,0%,2%,10%,i,4%,-6%
COC(=O)C1(C(=O)OC)C[C@H](c2ccc(OC)cc2)N(Cc2ccccc2OC)[C@@H]1c1ccccc1,?,16%,-7%,-13%,.,?,i,5%,28%
O=C(Cc1ccccc1)Oc1cccc(N2C(=O)CCC2=O)c1,-1%,0%,-6%[57.5 µM],18%,1%,2%,i,-11%,-7%
O=C(O)COc1ccccc1/C=C1\C(=O)NC(=O)N(CCC2=CCCCC2)C1=O,4%,-11%,i,13%,-8%,4%,i,-6%,5%
O=C(CCc1nc(-c2ccccc2F)no1)N1CCC2(CC1)OCCO2,3%,-1%,i,9%[9.22 µM],-2%,-13%,i,19%,-34%
CN1CCC(n2nccc2N)CC1,2%,-6%,-15%,11%,1%,6%,i,20%,-5%
Cc1nnc(SCc2nc3ccccc3c(=O)n2-c2ccccc2Cl)n1N,22%,?,-32%[inhibitor],-13%,1%,-7%,i,-13%,30%
CC(NC(=O)Cc1cccc2ccccc12)C(=O)N1CCC(=O)CC1 (stereo unspecified),-7%,-9%,i,-4%,-3%,-2%,i,6%,-17%
CC[N+](CC)(CC)CCCOC(=O)C(O)(c1ccccc1)C1CCCCC1 (stereo unspecified),-12%,3%,i,-4%,-1%,-2%,i,-4%,4%
OC(CCNCCc1c[nH]c2ccccc12)C(F)(F)Cl (stereo unspecified),15%,5%,i,2%,0%,-2%,i,9%,4%
CN1C(=O)N(C)C(=O)C2(Cc3cc(NC(=O)c4ccc(F)cc4)ccc3N3CCCC32)C1=O (stereo unspecified),9%,16%,-18%,-3%,1%,0%,i,-11%,?
COc1cc(OC)cc(C(=O)Nc2ccc(Cl)cc2C(=O)c2ccccc2Cl)c1,7%,-3%,i,-10%,.,.,.,5%,-1%
CC1CCC(C)(NS(=O)(=O)OCC(Cl)(Cl)Cl)CC1 (stereo unspecified),?,7%,-49%[inhibitor],24%,1%,4%,i,18µM*,-18%
COc1ccc(Nc2cc(C)c3cc(NC(=O)c4ccccc4Cl)ccc3n2)cc1,?,-23%,-36%,1%,.,.,.,23%,40%
O=C(c1ccc2c(c1)N(Cc1c(F)cccc1Cl)C(=O)c1ccccc1S2)N1CCC2(CC1)OCCO2,?,-10%,-19%,9%,.,.,.,?,24%
C[n+]1ccc(-c2ccccc2)c2ccccc21,-30%,2%,-58%[inhibitor],8%,-6%,3%,i,16%,-20%
CCC(=Nc1ccccc1N)c1c(O)[nH]c(=O)[nH]c1=O,16%,-4%,0%,-22%,-2%,-24%,i,-12%,29%
Cc1nc2ccc(NC(=O)C3COc4ccccc4O3)cc2s1 (stereo unspecified),14%,-9%,-20%,19%,1%,1%,i,16µM*,9%
CCOC(=O)[C@@]1(C#N)C(c2ccc(Cl)c(Cl)c2)[C@H](C(N)=O)N2C=C(C(C)=O)C=C[C@H]21 (stereo partly specified),-28%,1%,i,10%,-3%,12%,i,7%,23%
CCOc1ccc(-n2c(O)c(C=NCCN(CC)CC)c(=O)[nH]c2=O)cc1,6%,5%,i,15%,-2%,-3%,i,2%,7%
Cc1ccc(N/N=C/c2c(O)n(-c3ccccc3)c(=O)[nH]c2=O)cc1,?,-30%,i,-20%,1%,7%,i,4%,18%
CCC1=Nc2cc(C(=O)N3CCC4(CC3)OCCO4)ccc2Sc2ccc(C)cc21,?,-7%,-27%,-22%,-4%,4%,.,17%,25%
O=C(c1cn(Cc2ccccc2)c2ccccc12)N1CCCCC1,?,1%,-8%,9%,0%,-5%,i,-1%,5%
COc1ccc(C(c2nnnn2-c2c(C)cccc2C)N2CCC3(CC2)C(=O)NCN3c2ccccc2)cc1 (stereo unspecified),?,?,-19%,-8%,.,3%,i,12%,?
c1cc2c(cc1NC1=NCCO1)CCCC2,?,?,-22%,-5%,.,-6%,i,9%,.
